Assay outcomes: PubChem BioAssay, several laboratories
SR-BI uptake up: activators of SR-BI mediated DiI-HDL uptake, primary screen, ldlA[mSR-BI] CHO cells, DiI fluorescence; 3 h; 100 = double the neutral-control signal; activation, % at 12.5 µM; 0.096% of 320,000 active;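 active = mean replicate activation of at least 60% and every replicate at or above 60%; inconclusive = mean or all-replicate condition met, but not both; inactive = mean below 60% and not all replicates reaching 60%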;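 also: 0% = median plate neutral-control signal and 100% = twice that signal; values of inactives mirror those of a sister screen read the other way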
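material = CHO ldlA[mSR-BI] cells | medium = Ham's F12 with 0.5% BSA, HEPES 25 mM, pH 7.4 | reagent = fluorescent DiI-HDL, 10 µg/mL final | compound dosing = single-point compound dose | incubation = 3 h, 37 °C | measured by = bottom-read fluorescence, 550/595 nm | measure = HDL uptake via cellular fluorescence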
Arr AP2 block: inhibitors of beta-arrestin/AP2 binding, primary screen, biochemical, GPCR trafficking, flow cytometry; beta-arrestin 1 C-terminal peptide binding to AP2 beta2-adaptin appendage (human); FITC-arrestin peptide / GST-AP2 beads; AP2 beta2 appendage carries R879A mutation; inhibition, % at 10 µM; 0.31% of 340,000 active; AID 504490, 2011;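 active = inhibition above a set limit, near 3 SD of compounds lacking own fluorescence, cut at about 54% in these data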;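 also: plate controls were DMSO wells for no effect and 5 µM unlabelled arrestin peptide for full effect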
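Material – AP2 appendage R879A on GSH beads · Buffer or medium – PBS with 0.05% Tween 20 and 0.1% BSA · Probe or stimulus – fluorescein-tagged arrestin peptide at 50 nM final · Incubation – compound with beads 12 min RT, then probe 1 h RT · Detection – high-throughput flow cytometry of beads, ex 488, em 535 nm · Evaluation – percent response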
DAGLB inhibitor: DAGLB lipase inhibitors, primary screen, biochemical, fluorescence, HTS | Diacylglycerol lipase-beta (Homo sapiens), Q8NCG7 | HEK293T DAGLB membrane lysate, EnzChek fluorogenic substrate | inhibition, % at 5.17 µM | 0.059% of 340,000 active | AID 504411, 2011; in the data active = inhibition above about 34%;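 also: 0% = enzyme with vehicle and 100% = wells lacking enzyme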
Target sequence (Q8NCG7 whole entry, looked up): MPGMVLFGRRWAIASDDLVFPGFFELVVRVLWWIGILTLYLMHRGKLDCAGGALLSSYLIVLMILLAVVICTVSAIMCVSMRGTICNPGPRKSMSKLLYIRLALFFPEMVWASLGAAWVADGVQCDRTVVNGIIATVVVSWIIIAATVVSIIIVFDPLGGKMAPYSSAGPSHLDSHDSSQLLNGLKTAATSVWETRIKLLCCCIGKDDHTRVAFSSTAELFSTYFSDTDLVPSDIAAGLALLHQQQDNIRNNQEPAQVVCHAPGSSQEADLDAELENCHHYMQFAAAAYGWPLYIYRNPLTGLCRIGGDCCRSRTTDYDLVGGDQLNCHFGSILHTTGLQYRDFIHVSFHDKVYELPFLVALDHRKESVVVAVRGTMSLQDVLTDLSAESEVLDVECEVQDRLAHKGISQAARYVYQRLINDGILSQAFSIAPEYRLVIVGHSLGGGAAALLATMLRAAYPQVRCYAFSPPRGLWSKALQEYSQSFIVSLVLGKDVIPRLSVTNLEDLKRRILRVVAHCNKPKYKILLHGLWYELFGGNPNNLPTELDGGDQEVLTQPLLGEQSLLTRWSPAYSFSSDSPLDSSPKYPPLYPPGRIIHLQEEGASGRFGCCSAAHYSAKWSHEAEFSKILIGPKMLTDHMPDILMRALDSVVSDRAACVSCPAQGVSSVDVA
PvdQ inh: P. aeruginosa PvdQ acylase inhibitors, primary screen, biochemical, fluorescence, plate reader and imaging, single point; PvdQ acylase [Pseudomonas aeruginosa LESB58]; purified PvdQ acylase; inhibition, % at 10 µM; 0.063% of 340,000 active; AID 488965, 2010; in the data active = inhibition above about 30%, passing the limit was not always enough; inconclusive = no clear call, values can overlap the other calls;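 also: 0% = vehicle neutral wells and 100% = reference inhibitor wells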
PKA-R2B activ: activators of PKA-R2B holoenzyme, primary screen, biochemical, fluorescence polarization, Cy5-IP20, human; cAMP-dependent protein kinase catalytic subunit beta (Homo sapiens) + cAMP-dependent …; AID 504700, 2011; PKA-R2B holoenzyme dissociation; R2B truncated from residue 108, S112A mutant; 0% DMSO only, 100% 113 µM cGMP; 0.079% of 340,000 active; activation, % at 11.4 µM;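 active = activation above a cutoff set at the mean over all compounds plus 3 SD, cut at about 18% in these data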;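 also: higher means more holoenzyme dissociation and a rise in polarization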
Target sequence (P31323 whole entry, looked up, other chains not shown, the tested form may be a part): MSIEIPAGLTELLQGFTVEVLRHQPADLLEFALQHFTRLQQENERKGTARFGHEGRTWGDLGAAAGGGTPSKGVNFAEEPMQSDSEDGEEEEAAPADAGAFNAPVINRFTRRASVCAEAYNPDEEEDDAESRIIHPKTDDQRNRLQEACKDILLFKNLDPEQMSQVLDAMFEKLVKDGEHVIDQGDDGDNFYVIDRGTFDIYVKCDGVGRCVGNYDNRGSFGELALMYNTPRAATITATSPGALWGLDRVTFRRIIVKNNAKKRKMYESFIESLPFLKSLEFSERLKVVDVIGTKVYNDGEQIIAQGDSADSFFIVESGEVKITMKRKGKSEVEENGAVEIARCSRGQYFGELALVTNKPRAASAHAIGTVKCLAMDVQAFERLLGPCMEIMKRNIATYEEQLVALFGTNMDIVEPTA
SR-BI DiI inh: inhibitors of SR-BI mediated HDL lipid uptake, primary screen, ldlA[mSR-BI] cells, fluorescence, single point; AID 488896, 2010; Scavenger receptor class B member 1 (Mus musculus), Q61009; inhibition, % at 12.5 µM; ldlA[mSR-BI] CHO cells, DiI-HDL uptake fluorescence, 3 h; 0.96% of 320,000 active;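 active = mean replicate inhibition of at least 70% and a set share of replicates each scoring 70 or more; inconclusive = meets just one of the two criteria; inactive = fails both criteria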;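 also: 0% = median of neutral control wells and 100% = median of positive control wells; values of inactives mirror those of a sister screen read the other way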
NSD2 inh: NSD2 histone methyltransferase inhibitors, primary screen, biochemical, AlphaScreen, single concentration, set 2; 0.54% of 310,000 active; Histone-lysine N-methyltransferase NSD2 (Homo sapiens), O96028; NSD2 peptide methylation, 120 min; AID 743445, 2014; inhibition, % at 12.5 µM; in the data active = inhibition above about 50%
Cardiac RTF inh: cardiac RTF calcium sensitivity inhibitors, primary screen, biochemical, IANBD-TnC fluorescence, EC70 calcium; Troponin I, cardiac muscle (Homo sapiens) + Troponin T, cardiac muscle (Homo sapiens) + …; IANBD-labeled cardiac RTF, Ca2+ fluorescence; inhibition, % at 7.15 µM; 0.12% of 340,000 active; AID 493244, 2011;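 active = inhibition above the mean inhibition of all tested compounds plus 3 SD, cut at about 17% in these data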;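 also: assay run at fixed EC70 calcium of 1.6 mM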
Keap1-Nrf2 PPI: Keap1-Nrf2 protein-protein interaction inhibitors, primary screen, biochemical, fluorescence polarization, single point. Kelch-like ECH-associated protein 1 (Homo sapiens), Q14145. inhibition, % at 9.4 µM. 0.15% of 340,000 active. AID 504523, 2011. Keap1 Kelch-Nrf2 peptide fluorescence polarization, 1536-well; in the data active = inhibition above about 12%; inconclusive = no clear call, values can overlap the other calls; inactive = below about 7.3%;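 also: human Keap1 Kelch domain with fluorescein labeled Nrf2 9mer peptide probe; 0% = neutral control wells and 100% = peptide positive control; higher means more block of Keap1 binding to Nrf2 peptide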
C-LANA FP: inhibitors of KSHV C-LANA binding to DNA, primary screen, biochemical, fluorescence polarization, FAM-LBS DNA, MBP-C-LANA, single point; Kaposi's sarcoma herpesvirus LANA C-terminal domain (residues 932-1162) DNA binding; inhibition, % at 9 µM; 0.078% of 340,000 active; AID 504423, 2011;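 active = highest replicate inhibition at or above 60% at 9 µM, even if other replicates fall short; inactive = all replicates below 60% inhibition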;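 also: 0% = neutral control wells and 100% = 4 µM acridine orange control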
The depositor's hits bear a star; ? = inconclusive; nt = no result given.

SMILES | SR-BI uptake up | Arr AP2 block | DAGLB inhibitor | PvdQ inh | PKA-R2B activ | SR-BI DiI inh | NSD2 inh | Cardiac RTF inh | Keap1-Nrf2 PPI | C-LANA FP
O=c1[nH]c(=S)[nH]c(O)c1N=Nc1cccc(S(=O)(=O)N2CCOCC2)c1 | nt | -3.6 | -0.8 | -6.9 | -0.4 | nt | -1.0 | -6.5 | -4.8 | -0.3
CCc1ccc(OCCCN=C(C)c2c(O)n(C)c(=O)n(C)c2=O)cc1 | -27.6 | 25.6 | -6.5 | 0.3 | -8.6 | 27.6 | 0.7 | -9.7 | -4.5 | -1.6
C[C@]12CCC3C(CC[C@H]4C[C@@H](O)CC[C@]34C)[C@H]1CC[C@H]2O (stereo partly specified) | 25.0 | -7.9 | 2.5 | -12.1 | -15.7 | -25.0 | 0.1 | -0.6 | -1.4 | -0.5
CN1C(=O)C(O)N=C(c2ccccc2)c2ccccc21 (stereo unspecified) | 28.7 | -6.8 | 0.3 | -15.2 | -7.4 | -28.7 | -1.8 | -6.0 | -3.9 | -2.4
Cc1cc(N(CCCl)CCCl)ccc1/C=N/N=C(\N)c1cnccn1 | -43.9 | -18.9 | 1.2 | -13.7 | -17.3 | 43.9 | 3.7 | -3.1 | -3.1 | -3.0
COC(=O)C1=C(c2ccc(F)cc2OCc2ccccc2)C[C@@H]2CC[C@H]1N2C(=O)N1CCC(C)CC1 | 5.1 | 26.9 | -11.1 | 1.9 | -5.4 | -5.1 | nt | -3.2 | 2.4 | -1.2
Cc1cccc(N2C(=O)NC(=O)/C(=C/c3ccc(N4CCOCC4)cc3)C2=O)c1 | 16.0 | -2.2 | -0.9 | 2.3 | -4.9 | -16.1 | 10.8 | -7.9 | -4.2 | 2.9
CNC1(c2ccc(F)cc2)CCCCC1 | -71.6 | -2.7 | -1.2 | -4.5 | 11.0 | ? | -5.3 | -4.1 | -1.7 | 0.2
CC1=C(C)CC2(C(=O)NC(=O)NC2=O)C(C)C1 (stereo unspecified) | 4.5 | -1.1 | 1.6 | -14.0 | 11.7 | -4.5 | -0.6 | -14.9 | -2.5 | -0.8
COC(=O)C1=C(c2ccccc2)C[C@@H]2CC[C@H]1N2C(=O)NCc1ccco1 | 3.8 | 0.6 | -1.1 | -10.2 | -16.7 | -3.8 | nt | -3.6 | -7.0 | -0.2
Cc1cccc(OCC(=O)N2CCN(Cc3ccc4c(c3)OCO4)CC2)c1 | 4.5 | 8.2 | -1.4 | 9.7 | -13.9 | -4.5 | -1.3 | -2.9 | -4.1 | 0.7
CCCCN1CCC(O)(c2ccccc2)C(C(=O)c2ccccc2)C1 (stereo unspecified) | nt | 13.7 | -2.1 | -3.8 | 5.6 | -50.6 | 1.4 | -12.1 | -2.4 | 0.4
CCCc1cc(=O)oc2cc(OCC(=O)N3CCC(C(=O)O)(c4ccccc4)CC3)ccc12 | -3.3 | 9.7 | 0.3 | -0.6 | -2.3 | 3.3 | nt | 2.2 | -3.5 | 1.0
CC[N+](C)(CC)CCCCOc1ccc2c(c1)C(=O)c1cc(OCCCC[N+](C)(CC)CC)ccc1-2 | -4.2 | -23.2 | 1.4 | -6.0 | -11.5 | 4.2 | 2.0 | 1.6 | -1.7 | -5.4
O=c1[nH]c(=O)n(Cc2ccc(F)cc2)c(O)c1C=NCCCn1ccnc1 | 14.5 | -6.0 | 1.0 | -5.5 | -0.1 | -14.5 | 0.7 | -13.5 | 3.7 | 0.5
O=C(c1ccc(Cl)cc1)C12CN3CN(CN(C3)C1)C2 | 22.3 | 105.5* | 0.6 | -8.4 | -0.3 | -22.3 | -2.0 | 6.3 | -4.2 | 0.0
COc1ccccc1-n1c(-c2ccc(C)cc2)nc2ccccc2c1=O | 7.2 | 22.4 | -5.0 | -2.4 | -8.9 | -7.2 | 1.3 | 4.6 | -3.4 | -0.3
CCCCn1c(=O)c(C(=O)Nc2ccsc2C(=O)OC)c(O)c2ccccc21 | -24.3 | -2.3 | -2.3 | 12.1 | -2.4 | 24.4 | -4.1 | -8.3 | -3.9 | -0.5
COc1cccc(CCNCc2cccc(C(F)(F)F)c2)c1 | 12.4 | 40.2 | -3.5 | 3.9 | -10.6 | -12.4 | -0.8 | -4.9 | -2.2 | 2.1
CC(C)C[C@H]1C(=O)N2CCCC2[C@]2(O)O[C@](NC(=O)[C@@H]3C=C4c5cccc6[nH]cc(c56)CC4N(C)C3)(C(C)C)C(=O)N12 (stereo partly specified) | 19.2 | 12.4 | 0.7 | -11.8 | 1.7 | -8.0 | nt | -55.7 | 15.7* | 24.4
CCOc1ccc(N2C(=O)NC(=O)/C(=C\c3ccccc3[N+](=O)[O-])C2=O)cc1 | 13.5 | -1.3 | 4.2 | -13.2 | -6.8 | -13.5 | 8.8 | -5.5 | 1.8 | 0.8
CCCN1CCC[C@@H]2Cc3[nH]ncc3C[C@H]21 | -6.6 | 1.2 | -0.4 | -8.9 | -2.9 | 6.6 | nt | -10.2 | 0.6 | -0.8
Clc1ccc(C(Cl)(Cl)Cl)c(Cl)c1 | 8.4 | -4.0 | -0.7 | -13.7 | -6.8 | -8.4 | nt | -9.2 | -4.7 | -0.9
CN(C)CC1CSCCC1(O)c1ccc(C(F)(F)F)cc1 (stereo unspecified) | 36.0 | 27.3 | -0.6 | -3.9 | -3.5 | -36.0 | -1.3 | -10.3 | -3.4 | 1.1
O=P(C(Cl)Cl)(N1CCOCC1)N1CCOCC1 | nt | 21.2 | -0.8 | -4.6 | 13.2 | nt | -3.7 | -8.6 | 0.9 | 0.2
c1ccc(CCNC2CCCCCC2)cc1 | 8.3 | 2.0 | 0.2 | -10.9 | -6.6 | -8.3 | 9.5 | -8.0 | 0.9 | -4.3
Cc1ccc(-n2c(O)c(C=Nc3ccccc3N)c(=O)[nH]c2=O)cc1C | 3.3 | -5.7 | 2.2 | -11.3 | -6.7 | -3.3 | 1.0 | -4.5 | 2.8 | -1.6
CCCCn1c(O)c(C(CC)=Nc2ccc(OCC)cc2)c(=O)[nH]c1=O | -16.4 | 3.6 | 1.6 | 1.8 | -3.9 | 16.4 | -0.3 | 3.3 | -8.1 | -0.5
CN(CC#CCN1CCCC1)C(=O)c1cccc(Cl)c1 | 2.3 | 20.1 | -3.0 | 3.4 | 2.9 | -2.3 | nt | -6.5 | -4.5 | 1.2
O=c1[nH]c(=O)n(CCC2=CCCCC2)c(O)c1C=NCCN1CCNCC1 | 4.8 | -7.5 | 6.6 | -11.4 | -10.7 | -4.8 | 1.0 | -2.4 | -8.8 | -1.3
Cc1ccc(-n2c(C)cc(/C=C3/C(=O)NC(=O)N(Cc4ccco4)C3=O)c2C)cc1 | 5.3 | -3.8 | 2.8 | -10.3 | -2.1 | -5.3 | 1.1 | -11.5 | -1.5 | 1.8
C=CCn1c(O)c(C(CC)=Nc2ccc(N(C)C)cc2)c(=O)[nH]c1=O | -3.0 | 42.5 | nt | -7.9 | nt | 3.0 | 1.7 | nt | -3.9 | -1.8
O=C(COC(=O)Cc1ccccc1)NC(=O)NC1CCCCC1 | 11.6 | 1.7 | 0.2 | -6.6 | 3.6 | -11.6 | 1.9 | -5.9 | 5.7 | 0.1
Cn1c(O)c(C=Nc2ccccc2-c2ccccc2)c(=O)n(C)c1=O | 1.2 | -2.8 | -3.1 | -5.5 | -8.8 | -1.2 | 0.5 | -3.3 | 4.6 | -0.5
O=P1(Oc2ccccc2)OCCCS1 (stereo unspecified) | -13.6 | 0.5 | -1.8 | -12.8 | 2.6 | 13.6 | nt | -5.3 | -6.8 | -1.4
COc1cccc(NC2=NCCCS2)c1 | 26.0 | 38.5 | -2.0 | 3.3 | 2.7 | -26.0 | -0.7 | -4.9 | -1.1 | 0.8
Cc1c(C=O)c2ccccc2n1Cc1ccc([N+](=O)[O-])cc1 | -0.6 | 6.9 | 2.2 | 16.0 | -10.1 | 0.6 | 20.2 | 9.9 | -3.4 | 1.5
COc1ccc(P2(=O)Nc3ccccc3N2)cc1 | -1.2 | 20.2 | 4.7 | -12.6 | 0.6 | 1.2 | nt | -16.7 | -0.9 | 5.3
O=c1c2ccccc2nc(-c2ccc(Cl)cc2Cl)n1-c1nccs1 | -2.3 | 11.6 | -8.8 | -0.7 | -7.7 | 2.3 | -2.0 | 6.0 | 0.8 | 3.4
O=c1[nH]c(=O)n(C2CCCCC2)c(O)c1C1NCCc2ccccc21 (stereo unspecified) | 1.7 | 33.4 | 11.1 | -4.8 | -6.6 | -1.7 | 4.1 | 1.1 | 5.0 | 0.6
CCCN1CCO[C@@H]2c3cc(O)ccc3OC[C@H]21 | 5.5 | 3.2 | 2.3 | 7.8 | 2.6 | -5.5 | nt | 5.4 | -0.1 | -0.2
COC(=O)C1=C(c2cccc(Cl)c2)C[C@@H]2CC[C@H]1N2C(=O)N1CCCC1 | 2.3 | -2.9 | -2.4 | 14.5 | -5.6 | -2.3 | nt | -2.9 | 1.5 | 1.1
CCN1CCC2(CCNC2)C1 (stereo unspecified) | 15.7 | -0.7 | -0.8 | 6.9 | -1.3 | -15.7 | 22.9 | -3.0 | 3.9 | 1.8
CC1CN(O)C2CCc3nonc3C12O (stereo unspecified) | 27.6 | 7.9 | 0.9 | -1.1 | -5.5 | -27.6 | -0.3 | 6.2 | 2.1 | 12.8
O=C(CCC(=O)N1C[C@H]2C[C@@H](C1)c1cccc(=O)n1C2)NCc1ccc(F)cc1 | 5.1 | -10.9 | 0.3 | -3.9 | 1.9 | -5.1 | nt | -7.1 | -0.8 | 0.3
O=C(CN1CCCCC1)c1ccccc1Cl | -17.2 | 7.7 | -0.7 | -11.5 | -4.5 | 17.2 | -0.4 | -10.3 | -3.9 | -0.4

This is a subset; count on the stated rates, not on these rows.
